Compound activity (PubChem)
Platelet DG rel: platelet dense granule release activity | AID 1663 | inhibition, %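 (compounds screened at 7.5 µM in platelet-rich plasma)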 | human platelet-rich plasma, SFLLRN dense granule ATP release, luminescence | actives 0.22% (n = 300,000);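 active = mean replicate score, as percent of positive control, at or above 50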
RGS4 pot: potentiators or activators of RGS4; HEK293 M3R/inducible RGS4, carbachol calcium flux Fluo4; active compounds read low; B-score at 10 µM; actives 0.92% (n = 310,000); AID 463111;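 active = B-score of the integrated calcium signal more than 4 SD below the library mean, with starting fluorescence not abnormally high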;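 note: negative B-score means reduced calcium response which marks RGS4 activation or potentiation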
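Material: Inducible-RGS4 HEK293 cells carrying M3 receptor; also added: carbachol at ECmax as muscarinic agonist stimulus; incubation: compound preincubation 20 min at room temperature before agonist; signal: Fluo4-AM (2 µM) calcium-flux fluorescence, kinetic read; measure: integrated calcium ratio converted to B score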
HIF act: HIF pathway transcriptional activation; actives 0.32% (n = 300,000); AID 1910; U2OS HRE-luciferase reporter, luminescence; normalized: DMSO 0%, desferrioxamine 100%; activation, % at 7.5 µM (by protocol);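 active = mean activation of at least 10% of the iron chelator positive control signal, with at least half of replicates also reaching 10%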
MrgX1 agonist: activates human MrgX1 receptor signaling | Q96LB2 | MrgX1-HEK293 cells, Fluo-4 calcium fluorescence, agonist mode; active compounds read high | B-score at 10 µM | actives 0.44% (n = 310,000) | AID 588627;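 active = calcium response B-score plate-corrected fluorescence ratio at least 3 library SD, with starting fluorescence B-score inside 5 SD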
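Assay system: MrgX1-expressing HEK293 cells / Amount: fifteen thousand cells per well / Doses: test compound in the initial addition of three / Timing: cells plated overnight, dye loaded 0.5 h 37 °C, 0.5 h room temperature / Technique: kinetic calcium dye fluorescence, Fluo-4 NW / Control set: positive and negative controls per plate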
TRPC6 inh: mouse TRPC6 channel inhibition; Q61143; HEK293-TRPC6, membrane potential dye, ACh-evoked depolarization; active compounds read low; B-score at 10 µM; actives 1.1% (n = 310,000); AID 2553;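 active = B-score under library mean minus 3 SD, initial fluorescence not abnormally high, positive integrated signal ratio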;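 note: B-score derived from integrated fluorescence ratio over the kinetic read; more negative B-score means stronger inhibition of depolarization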
SKKanGAS inh: SKKanGAS growth inhibition | AID 1662 | inhibition, % at 7.5 µM | actives 1.3% (n = 300,000) | S. pyogenes SKKanGAS, kanamycin growth, BacTiter-Glo, 6 h;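 active = mean replicate score, as percent of positive control median, at least 50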;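 note: strain carries kanamycin resistance gene driven by streptokinase promoter and grows in 40 µg/ml kanamycin; loss of luminescence reflects streptokinase promoter inhibition or plain growth inhibition; 0% = median of DMSO wells and 100% = positive control at its reference dose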
MrgX1 allo act: allosterically activates human MrgX1 receptor signaling | Q96LB2 | MrgX1-HEK293, Fluo-4 calcium flux, FDSS; active compounds read high | B-score at 10 µM | actives 0.63% (n = 310,000);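 active = plate-corrected calcium response at least 3 library SD above typical, normal starting fluorescence, not activating the receptor alone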;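 note: compound read alongside a low EC10 to EC30 dose of BAM8-22 agonist; peak minus trough fluorescence over baseline measured at the second addition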
TRPC6 act: activators of mouse TRPC6 channel | Q61143 | B-score at 10 µM | AID 2550 | actives 0.13% (n = 310,000) | HEK293-TRPC6 membrane potential dye fluorescence; active compounds read high;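 active = B-score of the integrated fluorescence ratio above library mean plus 3 SD, and starting fluorescence ratio within library mean plus 5 SD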;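 note: higher score means more depolarization so channel activation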
TRPC4 inh: inhibitors of mouse TRPC4 channel | actives 0.39% (n = 300,000) | B-score at 10 µM | Q9QUQ5 | HEK293 TRPC4beta/mu-opioid, DAMGO-evoked Fluo4 calcium flux; active compounds read low;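 active = B-score over 3 SD under the library average, no early fluorescence shift, positive overall ratio signal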
Target sequence (Q9QUQ5 whole entry, looked up): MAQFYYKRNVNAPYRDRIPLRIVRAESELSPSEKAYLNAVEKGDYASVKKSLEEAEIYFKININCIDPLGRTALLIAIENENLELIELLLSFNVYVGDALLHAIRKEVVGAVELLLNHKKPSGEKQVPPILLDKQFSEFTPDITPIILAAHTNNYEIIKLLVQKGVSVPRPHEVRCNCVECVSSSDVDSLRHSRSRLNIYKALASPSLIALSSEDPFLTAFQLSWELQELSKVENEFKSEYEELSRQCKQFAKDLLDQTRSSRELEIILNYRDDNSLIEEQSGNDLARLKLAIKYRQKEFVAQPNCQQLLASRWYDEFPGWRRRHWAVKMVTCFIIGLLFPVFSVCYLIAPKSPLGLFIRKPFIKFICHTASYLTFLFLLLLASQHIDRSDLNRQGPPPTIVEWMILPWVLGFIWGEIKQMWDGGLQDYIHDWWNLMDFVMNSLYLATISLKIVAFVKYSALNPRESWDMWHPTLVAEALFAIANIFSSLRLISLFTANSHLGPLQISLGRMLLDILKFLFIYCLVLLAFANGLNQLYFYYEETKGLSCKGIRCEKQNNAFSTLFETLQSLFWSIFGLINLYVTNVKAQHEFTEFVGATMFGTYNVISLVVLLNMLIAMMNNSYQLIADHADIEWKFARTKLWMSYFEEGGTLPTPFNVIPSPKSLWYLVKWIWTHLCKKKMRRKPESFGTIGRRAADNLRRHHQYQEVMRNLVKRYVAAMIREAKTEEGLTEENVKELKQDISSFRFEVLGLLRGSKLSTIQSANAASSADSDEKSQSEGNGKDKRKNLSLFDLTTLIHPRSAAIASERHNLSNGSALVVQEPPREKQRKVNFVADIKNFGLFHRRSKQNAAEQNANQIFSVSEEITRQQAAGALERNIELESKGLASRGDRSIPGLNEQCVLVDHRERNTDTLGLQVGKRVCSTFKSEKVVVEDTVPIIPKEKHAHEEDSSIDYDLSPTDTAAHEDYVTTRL
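test system = HEK293 cells with stable TRPC4beta plus mu-opioid receptor expression | detection = Fluo4 Ca2+ flux fluorescence | read-out = integrated fluorescence ratio relative to baseline, converted to per-well B score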
RGS4 block: inhibitors of human RGS4 | B-score at 10 µM | P49798 | actives 0.45% (n = 310,000) | HEK293 M3R/RGS4 inducible, Fluo-4 calcium flux; active compounds read high; triggered by carbachol at its EC20;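 active = B-score, a plate-corrected calcium signal, over three deviations above library mean, with baseline fluorescence within five deviations of library mean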;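 note: RGS4 expression induced by doxycycline in cells with stable M3 receptor; B-score is computed from the integrated fluorescence ratio over baseline after carbachol; higher B-score means a larger calcium signal and so more RGS4 inhibition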
MrgX1 antag: blocks BAM8-22 activation of human MrgX1 receptor | MRGX1-HEK293 calcium flux, Fluo-4, BAM8-22 antagonism; active compounds read low | B-score at 10 µM | actives 1.3% (n = 310,000) | AID 588676;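 active = calcium-response B-score plate-corrected more than 3 library SD below zero, starting fluorescence within 5 deviations, no agonist response on first addition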;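 note: peak minus trough fluorescence over baseline after final BAM8-22 challenge near maximal dose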
An asterisk follows results filed as active; i = inactive; nt = not tested or not shown.

SMILES	Platelet DG rel	RGS4 pot	HIF act	MrgX1 agonist	TRPC6 inh	SKKanGAS inh	MrgX1 allo act	TRPC6 act	TRPC4 inh	RGS4 block	MrgX1 antag
CCCCC(=O)N1CCN(c2nc3ccc(F)cc3s2)CC1	6.2	i	9.8*	i	i	4.1	i	i	i	i	i
Cc1cc(C)c2c(N)c(C(=O)NC3CCCC3)sc2n1	-1.3	i	0.4	i	i	5.6	i	i	i	i	i
C=CCn1c(C)nc2c(sc3nc4c(cc32)COC(C)(C)C4)c1=O	7.7	i	3.8	i	i	3.5	i	i	i	i	i
O=C1N=C(N2CCOCC2)S/C1=C\C=C/c1ccccc1	5.3	i	4.2	i	i	-3.7	i	i	i	i	i
Cn1nc(C(F)(F)F)c(-c2cccc(C(F)(F)F)c2)c1NC(=O)CSCC(=O)O	-4.5	i	-0.4	i	i	-1.3	i	i	i	i	i
CN(CC(=O)NC(=O)NCc1ccccc1)Cc1ccc(Cl)c(Cl)c1	-0.8	i	-4.8	i	i	-1.3	i	i	i	i	i
O=C(NCc1ccc2c(c1)OCO2)c1c(O)nc2sccn2c1=O	-4.6	i	-0.3	i	i	15.5	i	i	i	i	i
CCOC(=O)N1CCN(Cc2ccc3c(c2)OCO3)CC1	14.0	i	-1.8	i	i	-0.6	i	i	i	i	i
Cc1onc(-c2ccccc2)c1C(=O)OCCOc1cccc(Cl)c1	24.6	i	0.5	i	i	3.4	i	i	i	i	i
O=C(NCCCCNC(=O)c1ccc(Br)cc1)c1ccc(Br)cc1	2.7	i	-0.7	i	i	-9.0	i	i	i	i	i
Cc1cc(C(=O)CSc2n[nH]c(N)n2)c(C)n1C1CC1	-1.5	i	-0.1	i	i	-0.5	i	i	i	i	i
O=C(CSc1nnc2scc(-c3ccccc3)n12)NCC1CCCO1 (configuration not stated)	-2.9	i	-0.1	i	i	-4.4	i	i	i	i	i
Cc1c(C(=O)N2CCN(c3ccccn3)CC2)sc2ncnc(N3CCOCC3)c12	-0.4	i	nt	i	i	-0.7	i	i	i	i	i
O=C1N(c2ccccc2)C(c2ccccc2)N2CCCN12 (configuration not stated)	6.8	i	0.7	i	i	-7.0	i	i	i	i	i
CCN(Cc1ccccc1)C(=O)c1cc(-c2ccc(OC)c(OC)c2)nc2ccccc12	-8.6	-9.15*	0.3	i	i	-0.5	i	i	i	i	i
N#C/C(=C1\CCCN1)c1nc(-c2ccccc2)cs1	-3.6	i	0.9	i	i	-9.4	i	i	i	i	i
CCOC(=O)c1sc(=NC(=O)c2ccc(OC(C)C)cc2)n(C)c1C	13.6	i	0.4	i	i	-14.3	i	i	i	i	i
O=C1C(=O)N(c2nccs2)C(c2ccccc2F)/C1=C(\O)c1ccc2c(c1)OCCO2 (configuration not stated)	-0.9	i	2.4	i	i	20.8	i	i	i	i	i
O=C1CCc2cc(S(=O)(=O)N3CCCCC3)cc3c2N1CCC3	-28.8	i	0.0	i	i	-11.1	i	i	i	i	i
Cc1cc(Cl)ccc1NC(=O)C(=O)N/N=C/c1ccc2c(c1)OCO2	4.7	i	-0.2	i	i	-3.0	i	i	i	i	i
Cc1oc(C)c(C(N)=O)c1C(N)=O	-16.6	i	-0.5	i	i	-1.8	i	i	i	i	i
CC(C)(C)NC(=O)C1CCCN(S(=O)(=O)c2ccc(-n3cnnn3)cc2)C1 (configuration not stated)	-1.0	i	0.7	i	i	-0.4	i	i	i	i	i
CCC(C)(C)NC(=O)c1ccc2c(c1)N(CC(=O)NC1CCCC1)C(=O)C(C)(C)O2	-5.5	i	-0.2	i	i	-0.3	i	i	i	i	i
CN(C(=O)C1CCN(c2ncnc3c2nc2n3CCCCC2)CC1)C1CCCCC1	-2.5	i	-0.2	i	i	-1.4	i	i	i	i	i
Cc1ccc(C)c(NC(=S)N2CCC(NC(=O)c3ccccc3)CC2)c1	-0.6	i	0.3	i	i	7.0	i	i	i	i	i
O=C(NCCNS(=O)(=O)c1ccc(Cl)cc1)c1cc(OCC(F)(F)F)ccc1OCC(F)(F)F	-3.0	i	0.1	i	i	-8.5	i	i	i	i	i
COc1ccc2c(=O)c3c(=O)n(CCc4ccccc4)c(C(C)C)nc3oc2c1	1.8	i	-0.2	i	i	4.8	i	i	i	i	i
CC1CCN(C(=O)CSc2nc(N)cc(N)n2)CC1	4.1	i	-0.3	i	i	nt	i	i	i	i	i
O=C1CCc2cc(S(=O)(=O)N3CCN(c4cccc(Cl)c4)CC3)ccc2N1	4.3	i	-0.2	i	i	-1.4	i	i	i	i	i
O=C(Nc1cc(S(=O)(=O)N2CCOCC2)ccc1Oc1ccc(F)cc1)C1=COCCO1	-3.5	i	0.5	i	i	-4.6	i	i	i	i	i
Cc1ccc(SCC(=O)NNC(=O)c2ccc(S(C)(=O)=O)cc2)cc1	8.6	i	-0.2	i	i	10.3	i	i	i	i	i
COc1ccc(Nc2ccc(C(F)(F)F)cc2[N+](=O)[O-])cn1	0.1	i	-0.7	i	i	8.5	i	i	i	i	i
Cc1cc(S(=O)(=O)N2CCOCC2)ccc1OCC(=O)N1CCC(C(N)=O)CC1	-3.7	i	0.2	i	i	nt	i	i	i	i	i
Cc1cc(=O)n2[nH]c(-c3cccnc3)nc2n1	-4.2	i	0.0	i	i	1.4	i	i	i	i	i
O=Cc1ccccc1OCCOc1ccc([N+](=O)[O-])cc1	-3.1	i	0.0	i	i	-20.9	i	i	i	i	i
CCCCCCc1ccc(N2C[C@H](CCCCC)[C@@H](CC(=O)NCc3ccc(OC)cc3)C2=O)cc1	2.5	i	-0.8	i	i	12.1	i	17.1*	i	i	i
COc1ccc(C(=O)N/N=C2\CCc3ccccc32)cc1OC	15.1	i	0.5	i	i	-5.2	i	i	i	i	i
Cc1cc(NC(=O)COC(=O)C2=COCCO2)c([N+](=O)[O-])cc1C	-3.1	i	0.2	i	i	1.2	i	i	i	i	i
CCOc1ccc(N2CC(C(=O)Nc3cc(Cl)ccc3-n3cncn3)CC2=O)cc1 (configuration not stated)	-5.1	i	-3.6	i	i	-10.9	i	i	i	i	i
Cc1ccc(S(=O)(=O)N(C)C(=O)NC(=O)NS(=O)(=O)c2ccccc2)cc1	12.3	i	0.1	i	i	4.9	i	i	i	i	i

Sorted by SMILES length (smallest number first): some entries from above
SMILES	Platelet DG rel	RGS4 pot	HIF act	MrgX1 agonist	TRPC6 inh	SKKanGAS inh	MrgX1 allo act	TRPC6 act	TRPC4 inh	RGS4 block	MrgX1 antag
O=Cc1ccccc1OCCOc1ccc([N+](=O)[O-])cc1	-3.1	i	0.0	i	i	-20.9	i	i	i	i	i
C=CCn1c(C)nc2c(sc3nc4c(cc32)COC(C)(C)C4)c1=O	7.7	i	3.8	i	i	3.5	i	i	i	i	i
Cc1c(C(=O)N2CCN(c3ccccn3)CC2)sc2ncnc(N3CCOCC3)c12	-0.4	i	nt	i	i	-0.7	i	i	i	i	i

(more compounds)
SMILES	Platelet DG rel	RGS4 pot	HIF act	MrgX1 agonist	TRPC6 inh	SKKanGAS inh	MrgX1 allo act	TRPC6 act	TRPC4 inh	RGS4 block	MrgX1 antag
Cc1ccc2c(c1)c1c3n2CCN=C3CCC1	6.4	i	-0.3	i	-5.01*	5.1	i	i	i	i	i
O=C(Cn1c2[n+](c3ccc(C(F)(F)F)cc31)CCCCC2)c1ccc2c(c1)OCCO2	-0.5	i	0.1	i	i	nt	i	i	i	i	i
COc1cccc(-c2ccc(SCC(=O)NCCc3ccccc3)nn2)c1	-4.1	i	0.2	i	i	-5.0	i	i	i	i	i
Cc1cc(C)c(NC(=S)N(CCN(C)C)C(C)c2cccnc2)c(C)c1 (configuration not stated)	0.3	i	0.5	i	i	-4.7	i	i	i	i	i
OCCNc1nc2ccccc2n1-c1ccccc1	-5.4	i	nt	i	i	-0.3	i	i	i	i	i
COc1ccc(-c2sc3ccc(OC)cc3c2C#CCCO)cc1	4.9	i	2.5	i	i	97.5*	i	i	i	i	i
Cc1ccc(SCC(=O)OCC(=O)NC2CCCCCC2)cc1	4.7	i	0.2	i	i	-3.9	i	i	i	i	i
O=C(c1ccc(S(=O)(=O)N2CCOCC2)cc1)N(c1ccccc1)C1C=CS(=O)(=O)C1 (configuration not stated)	-14.6	i	-62.4	i	i	-11.4	i	i	i	i	i
CC(C)(C)CC(C)(C)NC(=O)/C=C/C(=O)O	15.7	i	-0.3	i	i	1.7	i	i	i	i	i
O=C(c1cccs1)N(c1cccc(Cl)c1)C1C=CS(=O)(=O)C1 (configuration not stated)	2.3	i	-0.1	i	i	-0.3	i	i	i	i	i
CC1(C)CC(=O)C2=C(C1)c1c(ccc3ccccc13)NC2c1ccco1 (configuration not stated)	8.4	i	nt	i	i	1.7	i	i	i	i	i
CC(SC1CCCC1)C(=O)Nc1ccnn1C(C)C (configuration not stated)	-0.6	i	0.1	i	i	-10.6	i	i	i	i	i
Cc1cccc(NC(=O)NNC(=O)c2ccc3ccccc3c2)c1	5.0	i	0.6	i	i	12.5	i	i	i	i	i
O=C(COc1ncnc2scc(-c3ccc(Cl)cc3)c12)NCc1ccco1	7.3	i	-0.5	i	i	3.5	i	i	i	i	i
CCCCCOc1ccc(NC(=O)CSc2cccc3cccnc23)cc1	-0.8	i	0.0	i	i	4.2	i	i	i	i	i
CCCCCC(=O)Nc1ccc(Cl)cn1	-4.0	i	3.1	i	i	5.1	i	i	i	i	i
COC(=O)c1ccc(NC(=O)CSc2nc(N)c(NC(=O)c3ccc(Br)o3)c(=O)[nH]2)cc1	-17.3	i	-0.2	i	i	-5.4	i	i	i	i	i
CCn1ncc(/C=N/NS(=O)(=O)c2ccc(Cl)cc2)c1C	23.5	i	-0.3	i	i	0.1	i	i	i	i	i
COCCSc1nnc(-c2cccc(C#N)c2)n1C	4.9	i	0.0	i	i	-1.2	i	i	i	i	i
CCCCc1nc2sc3c(=O)n(N)cnc3c2c2c1CCCC2	2.2	i	0.2	i	i	0.7	i	i	i	i	i
O=C(COc1ccc2ccc(=O)oc2c1)OCc1ccccc1	4.4	i	-0.2	i	i	0.4	i	i	i	i	i
c1ccc(CNCc2ccco2)cc1	-0.8	i	-0.2	i	i	-0.8	i	i	i	i	i
CSc1nnc(CCNS(=O)(=O)c2ccc(Br)cc2)n1C	0.0	i	0.0	i	i	-0.1	i	i	i	i	i
